ROMK mod – human ROMK K+ channel modulation, primary screen | P48048 | Tet-inducible ROMK, thallium flux fluorescence; actives lie on both sides | B-score at 10 µM | 130,000 tested, 2% active | AID 1918;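 active means signal ratio slope over the read window, or its plate-corrected B-score, at least 3 SD from the plate mean, either direction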;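 further: B-score of the F/F0 ratio slope over 7 to 12 s after thallium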
STAT3 activator – increases IL-6 driven STAT3 reporter signal; 190,000 tested, 0.91% active; activation (% of control), % at 5.6 µM; U3A cells, IL-6 STAT3-luciferase reporter, luminescence; 100% = signal with IL-6 EC80 alone; AID 871;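 active means activation above the screen-wide mean of compound activation plus 3 SD, cut at about 130% in these data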;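 further: 0% = background luminescence of wells with medium and substrate only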
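Test system: human U3A cells carrying STAT3-luciferase construct; control set: IL-6-only wells as 100% reference; timing: compound pre-incubation 1 h before IL-6, then 6 h stimulation at 37 °C; also added: IL-6 stimulus at 33 ng/mL final; evaluation: % activation versus median of IL-6-stimulated wells; detection: reporter luminescence signal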
PPARg SRC-1 ag – promotes SRC-1 coactivator recruitment by human PPARgamma; AID 631; PPARgamma-SRC-1 coactivator recruitment biochemical assay; activation, % at 8 µM; P37231; 200,000 tested, 0.41% active; in the data active means activation above about 19%;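 further: 0% = DMSO and 100% = reference agonist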
Target sequence (P37231 whole entry, looked up): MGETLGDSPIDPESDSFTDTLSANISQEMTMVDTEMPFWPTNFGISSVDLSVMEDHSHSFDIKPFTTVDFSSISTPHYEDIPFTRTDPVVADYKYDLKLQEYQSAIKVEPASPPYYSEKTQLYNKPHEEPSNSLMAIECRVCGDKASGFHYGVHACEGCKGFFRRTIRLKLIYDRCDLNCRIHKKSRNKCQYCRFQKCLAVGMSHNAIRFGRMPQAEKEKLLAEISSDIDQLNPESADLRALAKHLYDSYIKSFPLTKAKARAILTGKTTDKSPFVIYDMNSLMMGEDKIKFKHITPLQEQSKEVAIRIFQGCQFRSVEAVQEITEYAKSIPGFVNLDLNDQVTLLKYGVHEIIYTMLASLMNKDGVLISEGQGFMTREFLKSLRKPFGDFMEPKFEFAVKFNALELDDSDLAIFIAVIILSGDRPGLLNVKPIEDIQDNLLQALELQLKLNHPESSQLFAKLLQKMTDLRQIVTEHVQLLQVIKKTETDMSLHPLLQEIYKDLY
PPARg SRC-2 ag – PPARgamma-driven SRC-2 recruitment agonism; P37231; PPARgamma LBD-SRC-2 recruitment, biochemical; activation, % at 8 µM; 200,000 tested, 0.34% active; in the data active means activation above about 22%;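 further: 0% = vehicle and 100% = reference agonist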
STAT1 inh – STAT1 signaling inhibition; NIH 3T3 STAT1-luciferase reporter, IFN-gamma, luminescence; inhibition, % at 5.5 µM; 200,000 tested, 0.35% active;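 active means inhibition above a set limit, the mean inhibition across all tested compounds plus 3 SD, cut at about 34% in these data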;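 further: 0% = IFN-gamma with DMSO and 100% = IFN-gamma with 300 µM nifuroxazide; values of inactives mirror those of a sister screen read the other way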
S1P3 antag – blocks the human S1P3 receptor; inhibition, % at 4.98 µM; Q99500; 170,000 tested, 0.27% active; CHO S1P3 NFAT-BLA reporter, FRET fluorescence, antagonist mode; AID 485;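 active means inhibition above the plate cutoff, the mean inhibition of test wells on that plate plus 3 SD, cut at about 28% in these data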;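 further: cells challenged with S1P at its EC80 of 0.8 µM; blue over green emission ratio from cleaved BLA substrate after 4 h stimulation; 0% = S1P-stimulated wells and 100% = unstimulated DMSO-only wells; some compounds past the cut are filed as inactive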
Target sequence (Q99500 whole entry, looked up): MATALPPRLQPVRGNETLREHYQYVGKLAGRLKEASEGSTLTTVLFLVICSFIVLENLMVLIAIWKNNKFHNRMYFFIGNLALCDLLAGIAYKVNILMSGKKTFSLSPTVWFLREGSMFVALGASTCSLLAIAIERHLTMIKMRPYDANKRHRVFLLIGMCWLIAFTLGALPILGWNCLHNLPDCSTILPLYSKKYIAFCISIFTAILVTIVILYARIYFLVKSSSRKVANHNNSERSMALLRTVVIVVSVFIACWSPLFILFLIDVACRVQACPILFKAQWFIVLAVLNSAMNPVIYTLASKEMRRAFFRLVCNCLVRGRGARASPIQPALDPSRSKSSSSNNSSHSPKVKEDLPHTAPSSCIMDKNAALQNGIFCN
SRC2 TRFRET art – flags TR-FRET format artefacts in PPARgamma SRC-2 recruitment agonist screen; TR-FRET artefact counter-screen; stronger effect = higher value; AID 1049; 200,000 tested, 0.4% active; TR-FRET ratio at 8 µM; in the data active means TR-FRET ratio above about 2000; further: inactives centre near 1500
RAM inhibit – inhibitors of the yeast RAM network; S. cerevisiae dse1pr::URA3 reporter, 5-FOA growth OD615, 2 d; analog-sensitive cbk1-as2 kinase mutant strain; inhibition, % at 50 µM; 190,000 tested, 1.8% active; AID 868;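 active means inhibition above a set limit, 3 SD over mean compound inhibition, cut at about 8.4% in these data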;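 further: 0% = DMSO-only wells with no growth and 100% = 10 µM 1-NA-PP1 full growth; inhibition rescues growth on 5-FOA so higher OD means more RAM inhibition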
PPARg SRC-3 ag – PPARgamma-driven SRC-3 recruitment agonism. P37231. biochemical PPARgamma/SRC-3 coactivator recruitment assay. activation, % at 8 µM. 200,000 tested, 0.26% active. AID 731; in the data active means activation above about 23%;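 further: 0% = DMSO and 100% = reference agonist; some compounds past the cut are filed as inactive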
STAT3 blocker – reduces IL-6 driven STAT3 reporter signal | inhibition, % at 5.5 µM | AID 862 | U3A cells, IL-6 STAT3-luciferase reporter, luminescence; host cell line lacks STAT1 | 190,000 tested, 0.89% active;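 active means inhibition above the mean inhibition across all screened compounds plus 3 SD, cut at about 44% in these data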;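 further: 0% = DMSO only wells and 100% = 100 µM nifuroxazide control wells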
TLR4 MyD88 comp – inhibitors of human TLR4-MyD88 binding. O00206+Q99836. HeLa CL3-4 TLR4/MyD88 BLA complementation, FRET ratio. inhibition, % at 8.4 µM. 200,000 tested, 0.18% active; in the data active means inhibition above about 25%;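 further: 0% = vehicle and 100% = reference inhibitor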
Numbers without * were called inactive; x = no result given. Compounds as they come; any-hit rate near 5.6%.

SMILES	ROMK mod	STAT3 activator	PPARg SRC-1 ag	PPARg SRC-2 ag	STAT1 inh	S1P3 antag	SRC2 TRFRET art	RAM inhibit	PPARg SRC-3 ag	STAT3 blocker	TLR4 MyD88 comp
COc1ccc(NC(=O)CSc2nc3c(c(-c4cccs4)c2C#N)CN(C)CC3)cc1OC	x	104	5	-2	0	x	1481	0.8	5	2	-14
O=C(c1ccco1)N1CCN(c2cc(N3CCOCC3)c(F)cc2[N+](=O)[O-])CC1	-0.45	98	2	-4	3	0	1637	0.9	5	11	-7
Cn1nc([N+](=O)[O-])nc1Oc1ccccc1N	-0.0031	111	-4	3	10	x	1571	0.3	-3	-12	-6
CC(C)(C)c1nnc2cccc(Cl)n12	0.23	100	-1	-1	-11	6	1461	2.3	6	4	-5
c1ccc(-c2ccccc2OCCOCCN2CCNCC2)cc1	-0.48	101	-4	2	-3	0	1465	1.2	-1	3	-8
N#Cc1c2nc3ccccc3nc2n2cc(NC(=O)c3ccc(F)cc3)ccc12	x	90	6	8	1	1	1644	9.8*	3	13	1
CS(=O)(=O)Oc1ccccc1/C=C1/N=C(c2ccc(F)cc2)OC1=O	0.3	93	1	5	3	1	1580	0.7	5	7	-3
COc1ccc(C)cc1NC(=O)CNC(C)C(=O)Nc1cc(Cl)ccc1Cl (stereo not drawn)	-0.033	105	-6	-3	-1	-15	1514	0.0	-7	-4	-5
N#Cc1cc2c(N)c(C(=O)Nc3ccccc3)sc2nc1N	x	105	3	13	-19	x	1947	5.0	6	-1	-5
CCOc1nc(NCc2ccco2)nc(Nc2ccccc2F)n1	x	107	8	16	-16	x	1650	2.6	-4	-8	-5
Cc1cc(C(=O)CSc2n[nH]c(N)n2)c(C)n1-c1cc(F)ccc1F	x	108	-1	-2	-19	-25	1501	1.1	-3	-5	6
CCOC(=O)C1=C(Nc2ccc(Br)cc2)CC(C)(O)C(C(=O)OCC)C1c1ccccc1 (stereo not drawn)	x	107	9	-2	-4	x	1548	0.5	1	-3	1
O=C(O/N=C\c1ccc(N2CCOCC2)c([N+](=O)[O-])c1)c1ccc(F)cc1	0.81	94	-4	3	-3	x	1564	3.4	8	14	-2
O=C(Nc1cccc(O)c1)c1ccc(C(=O)c2ccccc2)o1	-0.15	80	4	0	-14	-17	1485	0.2	3	27	-3
c1ccc2c(-c3nc4ncccc4o3)cccc2c1	x	141*	4	17	-3	9	1754	0.2	5	-43	-5
COc1ccc2nc3ccccc3nc2c1NC(=O)c1ccc(Cl)cc1	x	103	6	5	6	3	1517	4.0	5	-8	-11
CCOc1cc(N2CCOCC2)c(OCC)cc1NC(=O)CC12CC3CC(CC(C3)C1)C2	0.053	87	3	7	2	x	1624	-0.8	10	20	2
O=C(Nc1cnccn1)Nc1cccc(Cl)c1Cl	-1.6	86	2	1	-6	3	1554	1.7	-3	19	5
Cc1[nH]c2ccccc2c1SCC(=O)N1CCOCC1	x	88	3	-1	0	-13	1668	0.9	4	14	0
C1CC(CN2CCOCC2)CN(Cc2nc(CC3CC3)no2)C1 (stereo not drawn)	0.097	100	6	-2	0	-9	1659	0.9	0	4	-10
Cc1ccc(NC(=O)c2ccc(-n3cccn3)c([N+](=O)[O-])c2)cc1C	-0.23	94	-2	1	-16	x	1527	1.6	4	8	-5
S=C(NCc1ccco1)Nc1ccc(Cl)cc1	-2.1	95	0	-5	0	-4	1557	0.9	0	5	1
CC1(C)OC(=O)C(=NNc2ccc(O)cc2)C(=O)O1	x	77	5	11	14	x	1586	1.1	4	31	5
O=C(Nc1ccc(CCC(=O)N2CCCC2)cc1)c1ncn[nH]1	x	98	-8	-9	-5	-21	1466	0.5	-3	6	-1
COc1ccc2cc(C3CC(c4ccco4)=NN3S(=O)(=O)c3ccccc3)c(Cl)nc2c1 (stereo not drawn)	-0.87	97	5	2	7	-7	1476	3.8	-4	2	-9
Continuation:
SMILES	ROMK mod	STAT3 activator	PPARg SRC-1 ag	PPARg SRC-2 ag	STAT1 inh	S1P3 antag	SRC2 TRFRET art	RAM inhibit	PPARg SRC-3 ag	STAT3 blocker	TLR4 MyD88 comp
Cc1cnc(NC(=O)CSc2nnc(-c3ccccc3)n2Cc2ccccc2)s1	x	106	4	7	2	0	1542	7.7	3	-2	-3
Nc1nc(SCC(=O)c2cccc([N+](=O)[O-])c2)n[nH]1	0.23	109	-2	3	-9	7	1586	2.6	-3	-6	-5
CS(=O)(=O)N(CC(=O)Nc1ccccc1C(=O)NCc1ccco1)c1ccccc1F	-0.068	96	-7	1	-5	-15	1352	2.2	2	11	-6
Cc1ccc([N+](=O)[O-])cc1NC(=O)CCc1ccccc1	x	101	7	-6	-8	4	1427	0.8	5	4	-6
COC(=O)c1nc(C(=O)OC)c(C(=O)OC)nc1C(=O)OC	x	100	8	2	3	-18	1545	3.0	-5	2	0
CCc1nc(SCc2ccc(C(=O)OC)o2)n[nH]1	0.026	97	9	2	-10	-23	1609	0.4	5	8	-2
CC1(C)Oc2ccc3ccc(=O)oc3c2/C(=C/Nc2ccccn2)C1=O	x	95	1	3	17	10	1663	3.4	-2	12	-2
CC(C)CC(=O)c1c[nH]c(C(=O)NCc2cccs2)c1	-0.053	102	5	7	-1	x	1634	5.2	4	5	-6
O=S(=O)(Nc1nc2ccccc2nc1-[n+]1ccccc1)c1ccc(Cl)cc1	x	104	-2	1	-2	-10	1600	1.1	1	-5	-1
COc1ccc(CCNS(=O)(=O)c2ccc3c(c2)OCCO3)cc1OC	x	99	1	6	4	x	1746	5.9	2	6	-5
COCCNS(=O)(=O)c1cccn1-c1ncc(C(F)(F)F)cc1Cl	x	90	2	2	-2	x	1506	-1.4	0	12	-3
Cc1noc(N)c1C1(O)C(=O)Nc2c(Cl)cc(Cl)cc21 (stereo not drawn)	1.7	104	1	-1	-1	-18	1503	-0.1	-4	0	0
COc1ccc(CCN2C(=S)NC3CC2(C)Oc2ccc([N+](=O)[O-])cc23)cc1OC (stereo not drawn)	0.12	93	1	5	9	x	1436	5.5	-5	5	-2
CCn1c2c(c3ccc(OC)cc31)CCCC2=O	0.33	100	-5	1	0	0	1502	-1.0	9	4	7
Cc1c(C(=O)N2CCN(c3ccccn3)CC2)cccc1[N+](=O)[O-]	-0.21	89	6	5	4	-7	1419	1.5	7	15	-3
Cc1ccc2cc(CN(CC3CCCO3)C(=S)NCc3ccco3)c(=O)[nH]c2c1 (stereo not drawn)	-0.35	114	5	2	16	0	1675	2.2	0	-14	7
CCCc1ccc(-c2cc(NC(=O)CSc3n[nH]c(N)n3)n(-c3ccccc3)n2)cc1	x	100	6	14	-18	x	1747	0.8	6	3	11
O=C(OCc1nc2ccccc2s1)c1cccc(S(=O)(=O)N2CCOCC2)c1	x	139*	8	3	-33	0	1599	1.2	-3	-40	4
Cc1csc(SC(C)C(=O)Nc2ccc(S(=O)(=O)N3CCCC3)cc2)n1 (stereo not drawn)	x	96	13	10	9	13	1709	5.1	20	10	7
COc1ccc(CC(=O)NC2CC(C)(C)NC(C)(C)C2)cc1	x	106	-7	0	7	x	1308	2.6	9	-3	16
O=C1NCC(c2ccccc2)C1C(=O)N/N=C/c1ccc(Cl)s1 (stereo not drawn)	x	107	4	-2	-8	2	1703	4.3	6	-6	-14
CSc1nnc(-c2sc3cc(Cl)ccc3c2Cl)n1C	-0.7	81	-3	8	-11	6	1490	4.9	3	26	-13
CCOC(=O)CC12CN3CN(C1)CC(CC(=O)OCC)(C3)C2=O	x	101	1	4	-4	-9	1486	1.8	-3	2	-4
Cc1ccc(/C=C2\SC(=S)N(C3CCS(=O)(=O)C3)C2=O)cc1 (stereo not drawn)	x	88	6	-1	1	-6	1560	4.2	7	16	3
CCOC(=O)c1sc(NC(=O)c2ccc(S(=O)(=O)N3CCOCC3)cc2)cc1C	x	89	6	5	4	-1	1491	5.3	4	22	-8
Additional structures follow.
SMILES	ROMK mod	STAT3 activator	PPARg SRC-1 ag	PPARg SRC-2 ag	STAT1 inh	S1P3 antag	SRC2 TRFRET art	RAM inhibit	PPARg SRC-3 ag	STAT3 blocker	TLR4 MyD88 comp
Cc1ccc(NC(=S)NCCSc2ccc(Cl)cc2)cc1	0.021	97	-3	-7	-7	-8	1432	1.5	-3	10	-6
COc1c(C(=O)Nc2ccc3[nH]c(=O)[nH]c3c2)cc2ccccc2c1Br	0.4	87	4	-6	-1	8	1764	3.0	-2	20	2
CCCn1c(SCC(=O)N2CCc3ccccc32)nnc1-c1ccco1	x	97	3	-4	7	0	1454	2.4	5	8	13
CS(=O)(=O)N(CC(=O)NCc1ccncc1)c1cc(Cl)cc(Cl)c1	x	104	4	1	1	x	1477	0.8	-2	-1	-4
O=C(NCc1ccc(Cl)cc1)c1cccc(NC(=O)c2ccccc2)c1	0.2	102	6	5	0	1	1833	0.7	1	-4	5
CCOC(=O)c1ccccc1NC(=O)CC1SC(=NC)N(C)C1=O (stereo not drawn)	1	96	2	5	5	x	1563	3.9	4	9	0
C=CCNC(=S)Nc1cc(S(=O)(=O)N2CCOCC2)ccc1-n1cncn1	-0.05	97	-1	-2	5	3	1411	0.4	-5	6	-2
CCOc1ccc(-n2c(C)cc(/C=N/NC(=O)C(N)=O)c2C)cc1	0.55	106	0	14	-3	9	1569	2.3	7	2	-5
CCNc1ccc(C(=O)N/N=C/c2c(C)nn(-c3ccccc3)c2N2CCCC2)cc1[N+](=O)[O-]	1.2	106	1	2	5	-3	1428	1.8	-2	-3	5
COc1ccc2c(=O)c3c(=O)n(Cc4ccco4)c(-c4ccc(C)cc4)nc3oc2c1	1.8	107	-2	2	5	20	1345	7.3	-9	-8	-5
CN(Cc1ccccc1)Cc1nc2c(c(=O)n(C)c(=O)n2C)n1CCc1ccccc1	-0.63	103	-4	4	6	-17	1406	x	-3	-1	-11
COc1ccc(NC(=O)CC2C(=O)N(C)C(=S)N2Cc2cccs2)cc1 (stereo not drawn)	-0.8	97	1	1	-4	2	1636	0.7	0	1	-10
Cc1nn(C)c(Cl)c1CN1CCN(C2CCCC2)C(CCO)C1 (stereo not drawn)	0	100	-13	-3	-9	-11	1277	-0.4	2	5	10
Cc1cc(C)nc(N(C#N)C(C)C(=O)N(C)C)n1 (stereo not drawn)	0.65	102	-5	-7	-2	-12	1470	1.8	2	-2	6
CCOC(=O)COc1ccc2c(c1)C(=O)CC(C)(C)O2	-0.34	102	1	7	-3	x	1661	1.8	9	0	0
O=C(N/N=C/C=C/c1ccc(Br)cc1)C(O)c1ccccc1 (stereo not drawn)	x	97	-2	5	1	9	1645	4.6	-3	6	-1
Cc1ccccc1N1CCN(C(=S)c2ccc(-c3cccc([N+](=O)[O-])c3)o2)CC1	0.49	106	0	-3	-4	12	1458	3.5	2	2	-8
CCOCCCNC(=O)CCNS(=O)(=O)c1ccc(C)cc1	x	99	0	6	2	x	1544	0.7	-4	4	-17

Bioassay records from PubChem BioAssay.
